Source: PubChem BioAssay (several laboratories)
PrPC TRFRET = inhibitors of human cell surface prion protein PrPC, primary screen, cell-based, TR-FRET; inhibition, % at 13.8 µM; TR-FRET read-out; 370,000 tested, 0.43% active; AID 720596, 2013; in the data active means inhibition above about 24%; further: 0% = median of the test wells and 100% = reference compound wells
Mtb BioA inh = M. tuberculosis BioA enzyme inhibitors, primary screen, biochemical, plate reader, single point, HTS | 7,8-diaminopelargonic acid synthase BioA (Mycobacterium tuberculosis) | purified M. tuberculosis BioA enzyme | inhibition, % at 9.99 µM | 360,000 tested, 0.096% active | AID 602481, 2012; in the data active means inhibition above about 40%; inconclusive means no clear call, values can overlap the other calls
FadD28 FP inh = inhibitors of FadD28 bisubstrate probe binding, primary screen, biochemical, fluorescence polarization, single point | 360,000 tested, 0.22% active | Mycobacterium tuberculosis FadD28 fatty-acid-AMP ligase | inhibition, % at 12.5 µM; in the data active means inhibition above about 8.5%, passing the limit was not always enough; inconclusive means no clear call, values can overlap the other calls
Rv3671c protease = Rv3671c serine protease inhibitors, primary screen, biochemical, fluorescence polarization, M. tuberculosis H37Rv. AID 2606, 2010. inhibition, % at 5.96 µM. P9WHR9. 320,000 tested, 0.048% active; in the data active means inhibition above about 38%;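 further: extracellular domain of Rv3671c used as enzyme; 0% = enzyme with DMSO and 100% = no enzyme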
BoNT F protease = BoNT/F light chain protease inhibitors, primary screen, biochemical, flow cytometry, MLPCN library; Botulinum neurotoxin type F light chain protease (Clostridium botulinum); 360,000 tested, 0.22% active; inhibition, % at 10 µM; Multiplex microsphere protease cleavage assay; in the data active means inhibition above about 35%, passing the limit was not always enough; inconclusive means no clear call, values can overlap the other calls; further: plate controls were buffer without enzyme for full effect and enzyme alone for no effect
UGM FP inh = M. tuberculosis UGM enzyme inhibitors, primary screen, biochemical, fluorescence polarization, single point | inhibition, % at 10 µM | purified UGM, fluorescence polarization probe displacement | AID 504406, 2011 | UDP-galactopyranose mutase (Mycobacterium tuberculosis (strain ATCC 25618 / H37Rv)), … | 320,000 tested, 0.06% active; in the data active means inhibition above about 10%, passing the limit was not always enough; inconclusive means no clear call, values can overlap the other calls
Target sequence (P9WIQ1 whole entry, looked up): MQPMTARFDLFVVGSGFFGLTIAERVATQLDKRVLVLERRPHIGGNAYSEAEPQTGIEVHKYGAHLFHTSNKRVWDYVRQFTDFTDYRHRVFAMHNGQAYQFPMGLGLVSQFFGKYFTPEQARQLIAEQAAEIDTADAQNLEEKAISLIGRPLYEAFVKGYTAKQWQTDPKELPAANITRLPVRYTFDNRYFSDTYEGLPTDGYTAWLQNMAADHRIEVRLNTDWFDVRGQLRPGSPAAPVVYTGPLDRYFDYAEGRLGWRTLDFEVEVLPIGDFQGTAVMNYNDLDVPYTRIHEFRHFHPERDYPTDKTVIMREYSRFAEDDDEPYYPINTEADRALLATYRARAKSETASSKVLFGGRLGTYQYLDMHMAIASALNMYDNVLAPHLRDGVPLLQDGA
GDH-TPI inh = GDH-TPI coupling enzyme inhibitors, primary screen, artefact control for M. tuberculosis FBA inhibitor project, biochemical, absorbance, full deck; GDH-TPI coupled enzyme counterscreen, NADH absorbance; inhibition, % at 4.8 µM; 360,000 tested, 1.2% active; in the data active means inhibition above about 30%;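 further: 0% = DMSO wells and 100% = wells lacking the enzyme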
FBA Mtb inh = Mtb FBA enzyme inhibitors, primary screen, biochemical, fluorescence, strain H37Rv | Fructose-bisphosphate aldolase (Mycobacterium tuberculosis (strain ATCC 25618 / H37Rv)), … | purified M. tuberculosis FBA, fluorescence read-out | 360,000 tested, 2.3% active | inhibition, % at 1 µM | AID 588726, 2011; in the data active means inhibition above about 27%;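 further: 0% = vehicle and 100% = reference inhibitor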
Target sequence (P9WQA3 whole entry, looked up): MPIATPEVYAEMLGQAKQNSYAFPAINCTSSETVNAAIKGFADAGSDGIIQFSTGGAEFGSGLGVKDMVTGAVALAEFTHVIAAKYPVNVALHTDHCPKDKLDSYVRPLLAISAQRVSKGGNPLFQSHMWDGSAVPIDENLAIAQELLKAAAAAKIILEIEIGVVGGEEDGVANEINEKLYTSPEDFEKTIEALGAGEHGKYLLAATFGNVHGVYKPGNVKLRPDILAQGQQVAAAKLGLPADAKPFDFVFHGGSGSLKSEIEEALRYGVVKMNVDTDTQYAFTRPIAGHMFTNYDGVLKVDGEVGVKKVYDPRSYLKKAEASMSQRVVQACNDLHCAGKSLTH
MazF activator = activators of E. coli MazEF toxin-antitoxin RNase, primary screen, biochemical, fluorescence, uHTS | Endoribonuclease toxin MazF (Escherichia coli (strain K12)), P0AE70 | FAM/BHQ RNA-DNA oligo cleavage fluorescence, 5 h | activation, % at 20 µM | 350,000 tested, 0.32% active; in the data active means activation above about 50%
Target sequence (P0AE70 whole entry, looked up): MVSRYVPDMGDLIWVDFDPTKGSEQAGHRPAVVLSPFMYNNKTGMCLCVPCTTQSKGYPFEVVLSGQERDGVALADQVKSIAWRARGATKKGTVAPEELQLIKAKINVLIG
Active calls of the source: *; ? = inconclusive; . = no result given.

SMILES	PrPC TRFRET	Mtb BioA inh	FadD28 FP inh	Rv3671c protease	BoNT F protease	UGM FP inh	GDH-TPI inh	FBA Mtb inh	MazF activator
Cc1ccc2nc(-c3ccccn3)c(Nc3ccccc3C)n2c1	-8	-1.0	-4.5	7	7	-3.7	2	10	8
O=C(Nc1ccc2c(c1)oc1ccccc12)C1CC1	17	0.4	0.0	-5	10	-1.9	1	2	5
O=C(C1CCC(=O)N(C2CCCC2)C1)N1CCC(Oc2ccccc2Cl)CC1 (stereo not given)	1	1.1	-2.9	-1	7	1.9	-3	1	-9
O=C1c2ccccc2C(=O)N1CCCSc1nc2ccccc2o1	-1	2.1	-4.4	-8	-7	1.1	-10	-2	5
O=C1NC(c2ccc(O)cc2)Nc2ccccc21 (stereo not given)	-3	0.5	-4.6	-6	0	1.3	7	37*	1
CC(C)(CNC(=O)c1ccc([N+](=O)[O-])c(Cl)c1)CNC(=O)c1ccc([N+](=O)[O-])c(Cl)c1	-24	0.4	-2.4	-23	-19	-0.1	5	-1	13
O=S(=O)(Nc1ccc(Cc2ccncc2)cc1)c1ccc(Br)s1	20	1.2	-1.8	4	-2	2.1	18	-1	4
Cc1ccc(-c2nc3ccccc3[nH]2)cc1N	0	0.8	-0.2	-7	-4	-5.2	8	176*	7
CCC(=O)Nc1nnc(SCC(=O)N2c3ccccc3CC2C)s1 (stereo not given)	2	0.5	-2.0	5	5	0.9	11	-1	7
CCc1nnc(N/N=C/c2c(C)[nH]c3ccccc23)n1N	2	.	-0.2	-86	0	-0.8	4	-5	11
CCN(CC(=O)NCc1ccc(Cl)cc1)C(=O)CN1C(=O)NC(CC)(c2ccccc2)C1=O (stereo not given)	-6	1.8	0.8	1	2	2.4	2	-1	-4
O=C(COC(=O)CCc1ccccc1)NC12CC3CC(CC(C3)C1)C2	3	.	-3.0	-12	-7	-4.4	4	3	-3
CCc1ccc(N(C2C=CS(=O)(=O)C2)S(=O)(=O)c2ccccc2)cc1 (stereo not given)	-2	.	-2.8	3	2	-1.6	-3	-3	2
CC(C)CSc1nnc2c(n1)[nH]c1ccccc12	-3	.	0.1	-7	9	3.3	10	-1	0
COc1ccc(C(=O)O)cc1S(=O)(=O)NC(C)C	4	-1.4	-3.2	-14	0	2.1	-16	1	3

Structural class: the entries above with nitrogen in an aromatic ring (7)
SMILES	PrPC TRFRET	Mtb BioA inh	FadD28 FP inh	Rv3671c protease	BoNT F protease	UGM FP inh	GDH-TPI inh	FBA Mtb inh	MazF activator
Cc1ccc2nc(-c3ccccn3)c(Nc3ccccc3C)n2c1	-8	-1.0	-4.5	7	7	-3.7	2	10	8
O=C1c2ccccc2C(=O)N1CCCSc1nc2ccccc2o1	-1	2.1	-4.4	-8	-7	1.1	-10	-2	5
O=S(=O)(Nc1ccc(Cc2ccncc2)cc1)c1ccc(Br)s1	20	1.2	-1.8	4	-2	2.1	18	-1	4
Cc1ccc(-c2nc3ccccc3[nH]2)cc1N	0	0.8	-0.2	-7	-4	-5.2	8	176*	7
CCC(=O)Nc1nnc(SCC(=O)N2c3ccccc3CC2C)s1 (stereo not given)	2	0.5	-2.0	5	5	0.9	11	-1	7
CCc1nnc(N/N=C/c2c(C)[nH]c3ccccc23)n1N	2	.	-0.2	-86	0	-0.8	4	-5	11
CC(C)CSc1nnc2c(n1)[nH]c1ccccc12	-3	.	0.1	-7	9	3.3	10	-1	0

Continuation:
SMILES	PrPC TRFRET	Mtb BioA inh	FadD28 FP inh	Rv3671c protease	BoNT F protease	UGM FP inh	GDH-TPI inh	FBA Mtb inh	MazF activator
c1cc2c3c(cccc3c1)NC(c1ccc3c(c1)OCO3)N2	-7	-1.5	.	-4	-20	-1.0	1	-2	0
C[C@]12CC[C@@H]3c4ccc(O)cc4CC[C@H]3[C@@H]1CC[C@@H]2OC(=O)CCC1CCCC1	9	0.2	-1.9	-1	-8	-2.0	0	0	1
Cc1ccc(-c2ccc(C(=O)O)o2)cc1Cl	-2	1.2	-4.6	5	-5	0.3	-11	-1	-1
Cc1cc(CN2C(=O)c3ccccc3C2=O)cc(N2CCOCC2)c1	0	0.6	0.7	-5	-10	-0.3	14	-2	1
O=C(COC(=O)c1ccc(-c2ccc([N+](=O)[O-])cc2)o1)NC(=O)NC1CCCCC1	-20	-0.3	-3.7	-35	-3	-1.5	2	-6	6
CCC1(c2ccc(F)cc2)NC(=O)N(CC(=O)N2CCc3ccccc32)C1=O (stereo not given)	5	0.4	-1.1	-10	-1	0.3	-2	2	-2
COc1cc(=O)oc(-c2ccccc2)c1C(C)=O	6	.	-3.5	2	-12	-2.0	10	0	2
CCCCn1c(=O)[nH]c(=O)c2c1nc(-c1ccc(OCCC)c(OCC)c1)n2CCOC	5	.	-0.2	4	-5	-0.3	5	21	5
Cc1cccc(NC(=O)CCC(=O)N/N=C/c2cc([N+](=O)[O-])ccc2O)c1	2	-0.9	-2.2	15	-9	-0.5	24	-7	3
O=C(N/N=C/C=C/c1ccc([N+](=O)[O-])cc1)C1COc2ccccc2O1 (stereo not given)	-29	.	0.3	0	-8	1.9	35*	0	11
COc1ccc(Cc2nc3ccc(C(=O)NC4CCOC4)cc3o2)cc1OC (stereo not given)	-5	-1.3	-0.1	.	-1	.	6	-2	2
CCOC(=O)c1cc2cc([N+](=O)[O-])cc(OC)c2oc1=O	0	.	-1.3	-7	0	0.6	4	-7	10
CCN1CCN(C(CC(C)C)c2nnnn2CS(=O)(=O)c2ccc(C)cc2)CC1 (stereo not given)	7	1.2	0.0	1	-9	2.7	-2	1	7
O=c1oc(Nc2ccccc2F)nc2ccccc12	2	-3.3	-0.6	6	7	0.3	1	20	-6
Cc1nc2scc(-c3cccs3)c2c(=O)n1-n1cccc1	-27	1.4	-1.1	-7	.	2.0	13	0	2
CC(=O)c1ccc(OCCCC(=O)N2CCN(S(=O)(=O)c3cccs3)CC2)cc1	3	7.7	-1.0	0	-14	-0.9	2	3	6
COc1cccc2cc(-c3nnc(-c4ccccc4)o3)c(=O)oc12	3	-0.5	-0.8	5	-1	0.4	15	-5	9
COc1cc2cc(CCOC(=O)c3ccco3)oc(=O)c2cc1OC	4	16	-1.0	-3	3	-1.1	8	5	3
Cc1[nH]n(-c2ccccc2)c(=O)c1N=Nc1c(O)cc(S(=O)(=O)N(C)C)c2ccccc12	-3	-0.3	?	10	-24	-1.3	4	-1	3
COc1cc(C)nc(OCCNC(=O)COc2ccc(Cl)cc2Cl)n1	-4	-0.2	-4.4	12	-3	2.9	-9	2	2
[O-][N+](=Cc1c(Cl)cccc1Cl)CC1(O)CCCCC1	4	-0.3	-1.6	.	-4	.	-1	0	3
COC(=O)c1oc2ccc(Br)cc2c1NC(=O)c1ccccc1	-8	-0.3	-2.3	4	-17	-0.6	2	4	-1
COc1cc(C(=O)NCc2ccc(C)cc2)ccc1OCc1c(C)noc1C	-1	.	-1.6	5	-7	-0.1	-7	3	-16
COc1ccccc1CNC(=O)CN1CCN(c2ccc(C(C)=O)cc2)CC1	-3	12	-2.2	3	-2	0.0	21	0	-2
CC(C)OC(=O)CSc1nnc(CNc2nc(-c3ccccc3)cs2)n1C	-2	-0.4	-2.8	-9	-3	1.8	-3	2	-2
O=C(Nc1ccc(Br)cc1)c1cc([N+](=O)[O-])cc([N+](=O)[O-])c1	-10	0.7	-4.4	3	3	1.4	-16	-5	13
Cc1ccc(CSc2nc3c(c(SCC(=O)O)n2)CCCC3)cc1	4	3.9	-4.0	-9	0	-1.4	-5	3	0
COc1ccc(Cc2nc3ccc(C(=O)NCC(C)(C)OC)cc3o2)cc1	-4	0.9	-0.7	3	-11	-2.9	4	2	-2
Cc1ccc(NC(=O)CO/N=C/c2ccc(N(C)C)cc2)cc1	-2	.	-0.7	-20	5	-1.7	15	3	-118
CCC(=O)Nc1nc2ccc(S(C)(=O)=O)cc2s1	-6	-0.6	1.1	0	14	-3.3	0	2	-2
Cc1ccc(OCCC(=O)O)cc1	-3	-2.6	0.6	1	-6	2.0	-10	3	5
Cc1ccc(S(=O)(=O)/N=C2/NC(=O)/C(=C\c3ccccc3)S2)cc1	2	2.6	-3.6	-36	-9	4.7	39*	0	-16
Cc1cccc(-c2noc(CCCC(=O)Nc3cccnc3)n2)c1	7	4.4	-1.1	-2	-11	0.9	-1	6	2
CCN1CCN(S(=O)(=O)c2ccc(OC)c(NC(=O)c3ccccc3)c2)CC1	-5	-2.3	-0.4	0	11	2.8	1	-2	-6
COC(=O)c1cc(NC(=O)c2cccc(C(F)(F)F)c2)c(=O)oc1C/C=N/OCc1cccc(Cl)c1Cl	8	-2.8	-5.4	-7	4	2.8	1	1	2
CCCCC1CCC(C(=O)OCC(=O)N(CCOC)c2c(N)n(Cc3ccccc3)c(=O)[nH]c2=O)CC1 (stereo not given)	-1	.	-0.3	1	11	1.8	-1	0	-3
CCN(CC)C(=O)C(=O)c1cn(CC(=O)NCC2CCCO2)c2ccccc12 (stereo not given)	7	.	-0.9	5	-3	-1.6	12	2	-1
CCC(=O)NC(=S)Nc1ccc(OC)cc1OC	-2	.	1.2	3	-5	1.1	7	-4	-7
COc1ccc(C(=O)NC2CCCN(Cc3ccccc3F)C2)c(OC)c1OC (stereo not given)	-9	30	-1.1	-6	-6	1.7	9	0	-1
O=C(CSCc1ccccn1)Nc1ccccc1	1	-0.1	-0.4	12	-21	-0.4	7	3	-16
O=C(Nc1ccc(NC(=O)c2ccco2)cc1)c1cnccn1	3	.	-2.5	1	6	-2.5	27	-3	-6
CCOC(=O)C1=C(O)/C(=C/c2ccccn2)SC1=Nc1ccc(Cl)cc1	6	.	-3.2	-3	-4	1.7	9	1	-6
CCc1nc2ccc(C(=O)NCCN3CCNC3=O)cn2c1N(CCC(C)C)CCN(C)C	6	0.0	-1.8	.	0	.	-2	2	.
COc1cc(C#Cc2c(-c3cncn3C)n(C)c3ccc(-c4ccc5cc[nH]c5c4)cc23)cc(OC)c1	5	-2.4	-1.2	-10	-3	0.5	23	35*	-10
O=C(C1Cc2ccccc2CN1S(=O)(=O)c1ccc(F)cc1)N1CCOCC1 (stereo not given)	-4	-0.5	-1.3	-5	-6	-2.1	-9	0	2
O=C(CNS(=O)(=O)c1cccs1)N1CCCCC1	7	-3.5	-1.2	3	6	-1.4	-5	1	7
O=C(CSc1nnc(-c2cccnc2)o1)Nc1ccc(F)cc1	7	2.0	-2.4	.	-1	.	-1	0	11
COC(=O)[C@H](CC(C)C)NC(=O)c1cc2c(cn1)[nH]c1ccccc12	-2	0.2	-4.8	-3	2	-1.9	10	12	-2
CCCc1nc(SCC(=O)N2CCC(C)CC2)c2c(=O)n(C)c(=O)n(C)c2n1	3	.	-3.1	-1	0	0.3	-4	3	15
O=[N+]([O-])c1cc(C(F)(F)F)ccc1NCCCCNS(=O)(=O)c1ccc2ccccc2c1	-5	.	-2.8	5	-7	-1.3	2	-6	36
CC(=O)[C@H]1CC[C@H]2[C@@H]3CC=C4C[C@@H](O)CC[C@]4(C)[C@H]3CC[C@]12C	5	3.7	-1.7	-1	-8	-2.0	8	1	5
CCOc1ccc(CN2CCCC(CNC(=O)c3ccc(F)cc3)C2)cc1CO (stereo not given)	-3	-1.6	-3.3	3	-2	0.9	5	-1	4
Cc1[nH]c(=O)[nH]c(=O)c1/C=N/NC(=O)[C@@H](NC(=O)OC(C)(C)C)C(C)C	3	-0.3	-1.9	10	2	0.5	13	-4	-10
Cc1cc(OCC(=O)OCC(=O)Nc2cc(C(F)(F)F)ccc2N2CCOCC2)ccc1Cl	5	-0.1	-0.3	-8	5	0.8	0	-1	-4

Rows were taken by chance (roughly 4.8% active in at least one column).
